CXXC DNA block – MLL CXXC-DNA interaction inhibition | Q03164 | MLL-CXXC / FITC-HOXA9 DNA fluorescence polarization | Potency, µM (highest dose often 115 µM), for inactives: top-dose activity change, negative = inhibition, hits mostly inhibitors | 0.037% of 290,000 active; active = well fitted inhibition curve with a large enough effect in the polarisation, with a control signal flat, not every such curve was filed as active; inconclusive = small, poorly fitted or top-dose-only effect, or effect the other way, or a change in a side signal; inactive = no such curve, though single readings can be large or run the other way; the % refers to the polarisation; also: potency is read from the fitted curve at half-maximal effect
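Purified MLL-CXXC (added from a 7 uM solution) was preincubated 5 min at ambient with pinned compounds in 50 mM Tris-HCl pH 7.5, 50 mM NaCl, 1 mM DTT, 0.05% BSA. Fluorescein-labeled HOX-A9 DNA (50 nM solution) followed, 30 min, then polarization read.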
B2AR arrestin – beta2AR (human) beta-arrestin recruitment activity; beta-arrestin recruitment to beta2AR, cell-based reporter; 0.02% of 330,000 active; P07550; Potency, µM (doses to about 46.1 µM), inactives show at the top dose activation, most hits filed as activators;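 also: potency is read from the fitted curve at half-maximal effect; 0% = DMSO controls and full agonism = EC100 isoproterenol or metaproterenol; nearly all actives have a fitted effect of over 65% in size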
ELG1 DNA repair – blocks ELG1-dependent DNA repair in HEK293T cells; AID 504467; Potency, µM (series often up to 46.1 µM), without a hit: at the top dose activity change, negative = inhibition, most hits filed as inhibitors; HEK293T ELG1-luciferase reporter, luminescence, 16 h; DNA damage induced by 5-fluorouridine; 2.3% of 330,000 active; also: potency is read from the fitted curve at half-maximal effect; % is scaled to controls: 0 for no effect and ±100 for the full control effect; nearly all actives have a fitted effect of over 55% in size
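In this reporter screen, reduction of luminescence relative to DMSO vehicle indicated activity. Compounds and 5-fluorouridine were added together to 2,000 cells per well, incubated for 16 hr at 37 °C, then developed with ONE-Glo.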
A-T KAP1 phos – candidate therapy for ataxia-telangiectasia; Potency, µM (titrated, usually from 57.5 µM), without a hit: at the highest dose activation, usual class: activators; […] A-T fibroblasts, KAP-1 phosphorylation AlphaLISA; neocarzinostatin DNA damage 30 min before lysis; AID 485349; 0.19% of 320,000 active; also: potency is read from the fitted curve at half-maximal effect; % of control where 0% means no effect; nearly all actives have a fitted effect of over 45% in size
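hTERT-immortalized A-T patient fibroblasts ([…]), 500 cells/well in OPTI-MEM, 1% FBS, got compounds for 60 min, then NCS for 30 min at 37C. Lysates were then assayed for phospho-KAP-1 by AlphaLISA (anti-pKAP1 donor, anti-KAP1 acceptor beads), 6 hr at 25C.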
TCR act – T cell receptor activation. AID 504894. 330,000 tested, under 10 active. Potency, µM (series often up to 9.22 µM), for inactives: at the highest dose activation of IL-2 secretion, usual class: activators. primary human leukocytes, anti-CD3, IL-2 HTRF, 48 h; also: % of control where 0% means no effect
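Primary human leukocytes receive a-CD3 beads and test compound and are incubated 48 hr. Secreted IL-2 is then assayed by HTRF, measuring 665nm acceptor emission after 320nm excitation of the europium donor.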
BRCA1 expr act – BRCA1 expression activation; AID 624202; 1.1% of 380,000 active; Potency, µM (top dose mostly 46.1 µM), for the others: at the highest dose activation, usual class: activators; MCF7-BRCA1-FFLuc reporter, luminescence, 48 h; response scale: scaled: vehicle 0%, 10 µM genistein 100%; also: potency is read from the fitted curve at half-maximal effect; nearly all actives have a fitted effect of over 80% in size; some results filed as inactive show a strong effect at the top dose
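48 h compound treatment of MCF7-BRCA1-FFLuc cells (phenol-red free MEM, 37 °C), then 15 min with luciferase substrate and luminescence imaging.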
a7 integrin act – activates integrin-mediated alleviation for muscular dystrophy; alpha7betagal myoblasts, beta-gal FDG fluorescence, 48 h; Potency, µM (titrated, usually from 38.3 µM), inactives show top-dose activation, usual class: activators; 0.064% of 350,000 active;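 also: potency is read from the fitted curve at half-maximal effect; 100% = response of the positive control SU9516; nearly all actives have a fitted effect of over 60% in size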
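Alpha7betagal+/- myoblasts (passage 13) were plated 16-24 hr, then exposed to compounds (1:260 dilution of DMSO stock) for 48 hours at 37C. After MPER lysis, β-galactosidase reporter activity was read as FDG fluorescence (ex 480/em 540) after 30 minutes.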
PTAP TSG101 blk – blocks PTAP/TSG101 interaction to inhibit HIV-1 budding | Fluorescence polarization, FITC-PTAP peptide / Tsg101 binding | Potency, µM (highest dose often 115 µM), without a hit: at the top dose activity change, negative = inhibition, most hits filed as inhibitors | 340,000 tested, under 10 active; active = well fitted inhibition curve with a large enough effect in the main read-out, with a control signal flat, not every such curve was filed as active; inconclusive = small, poorly fitted or top-dose-only effect, or effect the other way, or a change in a side signal; inactive = no such curve, though single readings can be large or run the other way; also: potency is read from the fitted curve at half-maximal effect; % of control where 0% means no effect
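Fluorescence polarization binding of Tsg101 binding domain (10 uM final) to FITC-labeled PTAP peptide (50 nM final) in HEPES pH 7.5 buffer with NaCl, Tween 20, EDTA, TCEP. Compounds added before peptide; binding 20 min at RT.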
TRPV1 agonist – human TRPV1 agonism. activation, % at 8.33 µM. AID 540275. TRPV1-expressing cells, Fluo-8 calcium influx, agonist mode. 0.19% of 320,000 active; in the data active = activation above about 80%; inconclusive = between about 30% and that limit; also: 0% is about no effect
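Fluo-8 calcium influx in TRPV1-expressing cells, kinetic read (ex 480/em 520 nm). Compound added and read 3 min for agonist activity, followed by capsaicin at EC20 final and 2 min further read for enhancement.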
p53 reactivation – re-activators of mutant p53. H1299 p53-A138V BP100-luciferase reporter, luminescence, 24 h. Potency, µM (titrated, usually from 92.2 µM), without a hit: top-dose activity change, positive = activation, hits mostly activators. 0.063% of 320,000 active. AID 504706; also: potency is read from the fitted curve at half-maximal effect; % of control where 0% means no effect; nearly all actives have a fitted effect of over 45% in size
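p53-null H1299 cells stably carrying temperature-sensitive p53-A138V and a BP100-luciferase reporter were pinned with compounds (4-point, 1:5 series) and held 24 hrs at 37 deg C. Luminescence was read 10 min after detection reagent.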
Starred values were filed as active, the others as inactive; ? = inconclusive; . = not tested or not shown; & = joins results of further samples; [ ] = dose if it differs, or a comment. Unless noted, calls follow the shape of the dose curve; as a rule, active = well fitted curve in the direction sought with a large enough effect; inconclusive = small, poorly fitted or top-dose-only effect, or another doubt; inactive = no such curve, though single readings can be large; an effect the other way counts as inactive or inconclusive. Rows are unselected, and some 3.8% of all compounds hit somewhere here.

SMILES	CXXC DNA block	B2AR arrestin	ELG1 DNA repair	A-T KAP1 phos	TCR act	BRCA1 expr act	a7 integrin act	PTAP TSG101 blk	TRPV1 agonist	p53 reactivation
O=C(CSc1ncccn1)NN=C1CCCCCC1	9%	0.3%	12%	-3%	0%[46.1 µM]	12%	23%	1%	-1	12%
COc1ccc(CCNC(=O)C2CCN(S(=O)(=O)N3CC(C)CC(C)C3)CC2)cc1OC (stereo not given)	9%	-0.5%	-18%	-1%	-2%	-42%	20%	-8%	-1	4%
CCc1ccc(CN2CCN(C(=O)c3cccc(OC)c3OC)CC2)cc1	-5%	-0.2%	?	6%	1%[46.1 µM]	-28%	-23%	-1%	-3	2%
CCCCOc1ccc(C(=O)NCC(=O)NCC(c2ccc(F)cc2)N2CCOCC2)cc1 (stereo not given)	.	-0.1%	10%	1%	-2%	-6%	3%	-1%	10	-2%
CCN(CC)C(=O)COc1coc(CN2CCN(c3ccc(F)cc3)CC2)cc1=O	-15%	-0.3%	-3%	-1%	-13%	-3%	-8%	-4%	1	-3%
CC1=C(C(N)=O)C(c2ccccc2)n2nc(-c3ccncc3)nc2N1 (stereo not given)	5%	-0.5%	12%	0%	.	-4%	?	-5%	1	-3%
COc1ccc2[nH]cc(CC(=O)O)c2c1	-2%	-0.9%	-12%	35%	5%	3%	-4%	0%	0	-1%
COC(=O)C(NS(=O)(=O)c1ccc(C)cc1)c1ccccc1 (stereo not given)	7%	0.3%	-9%	9%	5%	5%	4%	-10%	9	2%
CC(OC(=O)c1ccc(Cl)nc1)C(=O)Nc1ccc2c(c1)OCO2 (stereo not given)	.	-0.2%	26%	-3%	-6%	-3%	-31%	0%	-1	2%
CC(=O)N1CCC2(CC1)C(C#N)=C(N)OC1=C2C(=O)CC(C)(C)C1	-1%	-0.2%	8%	-2%	-3%	-8%	16%	-5%	-1	-8%
Cc1cc(C)cc(Nc2ncc3c(n2)CCCC3=O)c1	-6%	-0.3%	?	4%	-6%	32%	10%	2%	18	12%
CC(C)Cc1nc2oc3c(N4CCN(C)CC4)ncnc3c2c2c1CCCC2	-4%	0.0%	2%	5%	.	.	.	.	-1	4%
COC(=O)c1sccc1NC(=O)Nc1ccc(C)c(C)c1	-9%	-0.9%	?	6%	0%	0%	-12%	0%	20	?
Cc1ccc(S(=O)(=O)N(C)CC(=O)N2CCN(C(=O)c3ccco3)CC2)cc1	8%	-0.2%	-5%	5%	-5%	0%	-13%	0%	2	4%
CN1C/C(=C/c2ccsc2)C(=O)/C(=C/c2ccsc2)C1	-2%	3.5%	?	-1%	0%[46.1 µM]	-77%	-64%[inhibitor]	0%	10	-10%
CCOc1ccccc1CNC(=O)C1Cc2cc(S(=O)(=O)N3CCCCC3)ccc2N1C(C)=O (stereo not given)	37%[activator]	-0.6%	-8%	4%	-9%	1%	-59%[inhibitor]	-4%	?	-2%
O=C(CCCCCNc1nc(=S)[nH]c2ccccc12)NCCc1ccc(Cl)cc1	16%	-1.5%	0%	-8%	11%	-14%	-25%	-1%	-1	-1%
O=C(NC12CC3CC(CC(C3)C1)C2)c1cc(F)c(F)cc1Cl	8%	-0.1%	-5%	4%	.	-13%	-4%	-7%	13	.
O=C(NCCc1ccccc1)C(=O)NCC1CCCN1S(=O)(=O)c1ccccc1 (stereo not given)	.	0.0%	?	0%	0%	-69%	21%	-3%	-9	-4%
O=C(CCN1CCc2ccccc2C1)Nc1ccc2c(c1)OCO2	6%	-0.1%	16%	6%	.	3%	-26%	0%	-21	?
Cc1ccc2c(c1)C1CN(C)CCC1N2C(=O)c1ccccc1NS(=O)(=O)c1cccc(C(F)(F)F)c1 (stereo not given)	8%	-0.3%	3%	5%	1%[46.1 µM]	4%	-13%	0%	2	1%
Cc1ccc(C)c(S(=O)(=O)N2CCN(C(=O)[C@H](Cc3ccccc3)NC(=O)c3ccco3)CC2)c1	.	-0.2%	?	19%	5%	-33%	-27%	-3%	.	-6%
CCOc1ccc(NC(=O)c2cccc(NC(=O)c3ccccc3)c2)cc1	60%[activator]	-0.1%	?	-2%	.	40%	?	3%	9	.
Cc1nc2nc(CSc3nnc(C)s3)cc(=O)n2[nH]1	-2%	0.2%	0%	13%	-4%	-1%&1%	39%&8%	-3%&-6%	2	2%
O=C(COc1ccc(S(=O)(=O)NC2CCCCC2)cc1Cl)N1CCN(c2ccccc2)CC1	7%	0.1%	-20%	0%	8%	-56%	-19%	-2%	16	-3%
CCOc1ccc(-c2nnn(CC(=O)NCc3ccc(F)cc3)n2)cc1OCC	-5%	-0.7%	0%	15%	3%	-2%	-10%	0%	1	3%
Cc1ccnc2c1ccc1cccnc12	.	0.2%	?	-3%	-5%	-47%	-34%	-5%	1	?
COc1ccc([N+](=O)[O-])cc1NC(=O)CSc1ncccn1	-6%	0.1%	-15%	2%	1%	-4%	-15%	0%	0	1%
O=C(CCN1C(=O)/C(=C/C=C/c2ccccc2)SC1=S)Nc1ccccn1	17%	-0.4%	?	-2%	.	-75%	20%	1%	0	-4%
COc1ccccc1CN(C(=O)c1ccco1)C(C(=O)NC1CCCC1)c1ccncc1 (stereo not given)	-1%	3.0%	-15%	15%	-4%	-24%	-11%	0%	0	0%
Cc1cc(C)c(C)c(Oc2ncnc(N)c2[N+](=O)[O-])c1	-20%	-0.3%	-13%	-4%	-5%[46.1 µM]	-5%	6%	-6%	0	-1%
OC(c1ccc(Cl)cc1)c1nnc(-c2ccccc2)o1 (stereo not given)	9%	-1.1%	6%	11%	2%	4%	-11%	0%	12	3%
COc1ccc(C(O)Cn2cc([N+](=O)[O-])nc2C)cc1 (stereo not given)	-1%	0.2%	6%	-21%	-1%	0%	-11%	-1%	4	0%
Cc1nccc(-c2cccc(N/N=C(\C#N)C(=O)c3ccccc3)c2)n1	-25%	-0.1%	15µM*	-4%	1%	-30%	9%	0%	2	-1%
COc1ccccc1CNc1ccc2nnc(CCNC(=O)c3ccc(C)cc3)n2n1	5%	-0.2%	-9%	3%	0%	-10%	3%	0%	1	0%

In the list so far, 9 contain a halogen:
SMILES	CXXC DNA block	B2AR arrestin	ELG1 DNA repair	A-T KAP1 phos	TCR act	BRCA1 expr act	a7 integrin act	PTAP TSG101 blk	TRPV1 agonist	p53 reactivation
CCCCOc1ccc(C(=O)NCC(=O)NCC(c2ccc(F)cc2)N2CCOCC2)cc1 (stereo not given)	.	-0.1%	10%	1%	-2%	-6%	3%	-1%	10	-2%
CCN(CC)C(=O)COc1coc(CN2CCN(c3ccc(F)cc3)CC2)cc1=O	-15%	-0.3%	-3%	-1%	-13%	-3%	-8%	-4%	1	-3%
CC(OC(=O)c1ccc(Cl)nc1)C(=O)Nc1ccc2c(c1)OCO2 (stereo not given)	.	-0.2%	26%	-3%	-6%	-3%	-31%	0%	-1	2%
O=C(CCCCCNc1nc(=S)[nH]c2ccccc12)NCCc1ccc(Cl)cc1	16%	-1.5%	0%	-8%	11%	-14%	-25%	-1%	-1	-1%
O=C(NC12CC3CC(CC(C3)C1)C2)c1cc(F)c(F)cc1Cl	8%	-0.1%	-5%	4%	.	-13%	-4%	-7%	13	.
Cc1ccc2c(c1)C1CN(C)CCC1N2C(=O)c1ccccc1NS(=O)(=O)c1cccc(C(F)(F)F)c1 (stereo not given)	8%	-0.3%	3%	5%	1%[46.1 µM]	4%	-13%	0%	2	1%
O=C(COc1ccc(S(=O)(=O)NC2CCCCC2)cc1Cl)N1CCN(c2ccccc2)CC1	7%	0.1%	-20%	0%	8%	-56%	-19%	-2%	16	-3%
CCOc1ccc(-c2nnn(CC(=O)NCc3ccc(F)cc3)n2)cc1OCC	-5%	-0.7%	0%	15%	3%	-2%	-10%	0%	1	3%
OC(c1ccc(Cl)cc1)c1nnc(-c2ccccc2)o1 (stereo not given)	9%	-1.1%	6%	11%	2%	4%	-11%	0%	12	3%

Screening data deposited in PubChem BioAssay by National Center for Advancing Translational Sciences (NCATS).
